cardiac RTF act: increases calcium sensitivity of human cardiac regulated thin filaments; P19429+P45379; IANBD-labeled TnC RTF fluorescence at EC20 calcium; 0% EC20 calcium, 100% full calcium; activation, % at 7.2 µM; actives 0.24% (n = 340,000); AID 493008;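 active means activation above the mean over all tested compounds plus 3 SD, cut at about 30% in these data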;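 further: rise in fluorescence read as greater calcium sensitivity of cardiac thin filaments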
V-ATPase pHluor: regulators of yeast V-ATPase proton transport; S. cerevisiae, pHLuorin cytosolic pH fluorescence; response, % at 10 µM; actives 0.37% (n = 350,000); in the data active means response mostly above about 7.3%, no sharp cut-off; inactive means mostly below about 5.4%; further: actives read high; inactives centre near 0; some compounds called inactive have numbers as strong as hits; reference of the scale not given here
MOR-DOR ag: OPRM1-OPRD1 heterodimerization agonism; cells, luminescence; actives 0.3% (n = 340,000); AID 504326; P35372+P41143; activation, % at 9.3 µM; in the data active means activation above about 18%;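 further: 0% = vehicle-treated cells and 100% = reference agonist; values of inactives mirror those of a sister screen read the other way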
HTR5A ag ctr: counter-screen for OPRM1-OPRD1 agonists: human HTR5A agonism. actives 0.61% (n = 340,000). activation, % at 9.3 µM. HTR5A agonist assay, luminescence, cell-based. P47898; in the data active means activation mostly above about 9.5%, no sharp cut-off; inactive means mostly below about 7.6%;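 further: 0% = cells with vehicle only and 100% = reference agonist; strong numbers were not always called active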
Target sequence (P47898 whole entry, looked up): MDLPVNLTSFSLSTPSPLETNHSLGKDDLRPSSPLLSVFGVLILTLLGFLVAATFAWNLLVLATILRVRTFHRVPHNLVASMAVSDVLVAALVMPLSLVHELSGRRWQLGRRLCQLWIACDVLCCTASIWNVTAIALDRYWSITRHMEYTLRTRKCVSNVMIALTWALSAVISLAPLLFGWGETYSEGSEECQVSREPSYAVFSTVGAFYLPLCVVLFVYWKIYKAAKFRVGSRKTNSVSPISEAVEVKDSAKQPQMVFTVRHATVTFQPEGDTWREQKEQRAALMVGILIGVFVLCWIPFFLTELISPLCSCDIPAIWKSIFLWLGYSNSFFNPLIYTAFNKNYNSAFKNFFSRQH
LANA DNA inh: inhibitors of KSHV LANA C-terminal domain DNA binding; MBP-C-LANA/FAM-LBS DNA binding, fluorescence polarization; actives 0.078% (n = 340,000); inhibition, % at 9 µM;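 active means highest replicate inhibition at or above 60% at 9 µM, even if other replicates fall short; inactive means all replicates below 60% inhibition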;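 further: 0% = neutral control wells and 100% = 4 µM acridine orange control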
HTR5A inv ctr: inverse agonist of human HTR5A in OPRM1-OPRD1 counter-screen; P47898; HTR5A cell line, luminescence, inverse agonism; inhibition, % at 9.3 µM; actives 0.083% (n = 340,000); AID 504634; in the data active means inhibition mostly above about 23%, no sharp cut-off; inactive means mostly below about 18%;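 further: 0% = cells with DMSO and 100% = no-cell wells with DMSO; some compounds called inactive have numbers as strong as hits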
CAL PDZ FP: blocks peptide binding to the human CAL PDZ domain; inhibition, % at 24.9 µM; Q9HD26; AID 602252; purified CAL PDZ, TMR-peptide fluorescence polarization, 1 h; actives 0.92% (n = 300,000);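 active means mean inhibition of at least 30% with at least half of replicates also reaching 30%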;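 further: 0% = DMSO neutral control and 100% = excess unlabeled competitor peptide PRC23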
MOR-DOR inv ag: mu-delta opioid heterodimer inverse agonism. P35372+P41143. cell-based MOR-DOR heterodimer luminescence. inhibition, % at 9.3 µM. actives 0.21% (n = 340,000); in the data active means inhibition above about 22%, passing the limit was not always enough;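 further: 0% = cells with DMSO and 100% = wells without cells with DMSO; values of inactives mirror those of a sister screen read the other way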
Keap1-Nrf2 PPI: Keap1-Nrf2 (human) interaction inhibition | Q14145 | Keap1 Kelch-Nrf2 peptide fluorescence polarization, 1536-well | inhibition, % at 9.4 µM | actives 0.15% (n = 340,000); in the data active means inhibition above about 12%;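 further: human Keap1 Kelch domain with fluorescein labeled Nrf2 9mer peptide probe; 0% = neutral control wells and 100% = peptide positive control; higher means more block of Keap1 binding to Nrf2 peptide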
Target sequence (Q14145 whole entry, looked up, the tested form may be a part): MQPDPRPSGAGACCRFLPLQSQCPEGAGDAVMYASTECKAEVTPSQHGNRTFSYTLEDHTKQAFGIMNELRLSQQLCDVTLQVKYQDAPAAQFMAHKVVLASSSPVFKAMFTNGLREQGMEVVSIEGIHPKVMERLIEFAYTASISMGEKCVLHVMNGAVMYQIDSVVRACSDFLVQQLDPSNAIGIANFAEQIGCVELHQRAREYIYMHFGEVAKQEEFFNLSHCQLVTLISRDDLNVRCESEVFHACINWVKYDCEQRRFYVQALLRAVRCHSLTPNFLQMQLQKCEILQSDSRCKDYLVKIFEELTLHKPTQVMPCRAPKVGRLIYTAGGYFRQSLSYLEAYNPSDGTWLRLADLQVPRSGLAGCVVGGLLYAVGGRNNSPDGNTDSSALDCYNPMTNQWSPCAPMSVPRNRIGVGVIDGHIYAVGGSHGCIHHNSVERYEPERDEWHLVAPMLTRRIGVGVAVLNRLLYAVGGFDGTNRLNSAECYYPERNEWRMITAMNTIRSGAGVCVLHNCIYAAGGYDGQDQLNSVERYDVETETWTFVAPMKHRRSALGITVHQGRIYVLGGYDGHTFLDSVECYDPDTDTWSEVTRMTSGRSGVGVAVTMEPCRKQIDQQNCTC
RTF Ca sens inh: cardiac RTF calcium desensitization. actives 0.12% (n = 340,000). inhibition, % at 7.15 µM. IANBD-labeled cardiac RTF, Ca2+ fluorescence;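 active means inhibition above the mean inhibition of all tested compounds plus 3 SD, cut at about 17% in these data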;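 further: assay run at fixed EC70 calcium of 1.6 mM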
* marks the source's active call; other numbers are inactive results; . = no result given.

SMILES	cardiac RTF act	V-ATPase pHluor	MOR-DOR ag	HTR5A ag ctr	LANA DNA inh	HTR5A inv ctr	CAL PDZ FP	MOR-DOR inv ag	Keap1-Nrf2 PPI	RTF Ca sens inh
O=C(COC(=O)Cc1cccc(C(F)(F)F)c1)NCc1ccco1	3.7	7.7	-2.5	-0.2	15.9	-5.4	-3.2	9.9	0.0	-1.5
Cc1ccsc1C(=O)Nc1n[nH]c(C(F)(F)F)n1	0.3	3.2	-0.5	1.3	0.0	-3.6	.	3.0	-6.4	-11.7
CN(C)S(=O)(=O)n1cc(/C=C(\NC(=O)c2ccccc2F)C(=O)N2CCCC2)c2ccccc21	-6.3	-0.2	-0.1	-1.5	-1.0	3.5	-1.2	0.8	-2.6	-2.8
CCOC(=O)N1CCN(CC(O)c2c[nH]c3ccc(OC)cc23)CC1 (configuration not stated)	-6.0	3.3	-2.1	0.7	4.4	-2.6	1.5	9.9	-7.3	4.0
CCOc1ccc(C(=O)CCCC(=O)c2ccc(OCC)cc2)cc1	6.4	-2.5	-0.2	4.0	-2.0	-14.9	-0.8	1.2	-1.9	-3.4
O=C(O)CN1CCN(Cc2ccccc2)C1=O	4.3	-3.5	4.1	-0.8	0.3	0.4	2.9	-22.4	-6.0	-13.8
CC(O)CN(CC(C)O)c1ccc2c(c1)Cc1cc([N+](=O)[O-])ccc1-2 (configuration not stated)	8.9	-16.0	-0.4	-4.0	2.9	15.8	0.4	2.0	-10.0	-22.9
CCN(CC(=O)NCCCn1ccnc1)S(=O)(=O)c1ccc(C)cc1	1.7	0.2	0.7	1.8	-1.8	-2.8	0.5	-4.6	-7.4	-9.1
CN(C)S(=O)(=O)c1ccc2c(c1)C(CC(=O)O)NC2=O (configuration not stated)	6.7	-1.1	-0.8	-1.9	0.8	9.7	-1.9	4.2	4.4	-0.6
CC(C)C(C(=O)Nc1sc2c(c1C#N)CCCCC2)N1C(=O)c2ccccc2C1=O (configuration not stated)	2.7	4.8	-2.6	4.2	-0.5	-36.7	-5.9	11.1	-3.8	2.7

Limited to V-ATPase pHluor, for some of the entries so far:
mol | V-ATPase pHluor
CN(C)S(=O)(=O)n1cc(/C=C(\NC(=O)c2ccccc2F)C(=O)N2CCCC2)c2ccccc21 | -0.2
CN(C)S(=O)(=O)c1ccc2c(c1)C(CC(=O)O)NC2=O (configuration not stated) | -1.1
O=C(COC(=O)Cc1cccc(C(F)(F)F)c1)NCc1ccco1 | 7.7

Following part:
SMILES	cardiac RTF act	V-ATPase pHluor	MOR-DOR ag	HTR5A ag ctr	LANA DNA inh	HTR5A inv ctr	CAL PDZ FP	MOR-DOR inv ag	Keap1-Nrf2 PPI	RTF Ca sens inh
CCCNC(=O)CCCN1C(=O)c2ccccc2Sc2ncccc21	3.6	9.0*	1.1	-0.6	-1.4	2.1	0.1	-5.1	0.0	-10.3
CC(C)CC(NC(=O)C(NC(=O)C(Cc1ccc(OCc2ccccc2)cc1)NC(=O)OC(C)(C)C)C(C)C)C(N)=O (configuration not stated)	0.0	-0.7	-0.3	0.2	-0.7	-19.6	-5.9	1.6	-2.3	4.6
O=C(COCc1cc(-c2ccc3c(c2)OCO3)on1)N1CCCCC1	-5.0	-1.3	-0.6	-0.9	0.2	-1.3	1.3	3.2	-6.6	0.1
CCN1CCN(C(=O)C2CCN(c3nnc(C)c4c(C)n(-c5ccc(C)cc5)nc34)CC2)CC1	6.3	0.4	-3.2	-6.4	-4.9	23.9	-1.6	16.3	-3.1	-6.4
COc1ccccc1CNc1ccc([N+](=O)[O-])cc1C	.	2.9	.	.	-0.2	.	5.5	.	-1.6	.
Cc1ccc(NC(=O)Nc2cnccn2)cc1C	0.3	1.1	0.2	7.4	0.1	-6.0	8.9	-1.0	3.6	-4.7
COCCCNC(=O)/C=C/c1ccc(OCc2c(F)cccc2Cl)cc1	-3.1	1.8	-2.7	5.4	0.7	-1.9	-1.2	13.5	0.2	2.3
CC(=O)c1ccc(N=Nc2c(C)[nH][nH]c2=O)cc1	-4.8	0.1	-3.5	0.6	-0.5	19.8	.	17.6	-2.6	3.0
O=C(O)C1CCC(=O)N(C2CCCCC2)C1c1ccccc1Cl (configuration not stated)	4.7	-4.8	-2.2	5.5	-0.9	-24.5	-1.9	10.9	-0.9	4.9
COc1ccc(C(=O)CC(=O)C(=O)Nc2cc(Cl)c(OC)cc2OC)cc1	-7.5	-5.6	-1.6	-1.4	-0.3	-6.6	0.2	8.1	-2.5	-11.2
CCCCCCCC(=O)Nc1ccc(S(=O)(=O)Nc2nccs2)cc1	16.8	-0.5	-0.5	1.1	-2.0	-4.2	0.5	2.6	-6.9	-28.9
CCCN(CCC)CCCNC(=O)c1cc2cc3ccc(OC)cc3nc2o1	2.1	-1.8	2.4	5.2	-3.7	8.1	-1.1	-12.7	0.7	-16.4
CC(C)c1ccc(C(=O)CN2C(=O)NC3(CCc4ccccc43)C2=O)cc1 (configuration not stated)	-4.8	-0.7	0.1	-1.0	7.3	4.2	1.9	-0.8	-1.7	4.5
C/C(=N\Nc1nc2ccccc2[nH]1)c1ccccn1	-1.8	0.8	-11.0	-8.0	-1.7	19.5	-2.4	61.2*	-2.0	-1.3
CCOc1cccc(OCCCOc2ccccc2)c1	-5.7	-4.0	0.6	-1.3	-0.3	1.0	-3.4	-2.5	0.3	-3.7
COc1cc(-n2c(=O)c3ccccc3n(Cc3cccc(F)c3)c2=O)cc(OC)c1OC	-4.3	-0.4	-2.5	8.4	-1.2	-19.1	-2.6	13.3	-2.1	0.1
Cc1c(-c2ccc(F)cc2)nc(N)c(C#N)c1-c1cccs1	-2.2	3.7	5.2	-1.7	0.3	5.2	-1.4	-26.3	-5.2	-4.4
Cc1nn(CC(=O)NCc2ccco2)c(C)c1[N+](=O)[O-]	-2.9	-5.1	-2.1	4.2	-1.9	-11.6	-7.0	11.5	3.1	-5.2
CCc1ccc(N2CC34C=CC(O3)C(C(=O)OC(C)C)C4C2=O)cc1 (configuration not stated)	2.5	-3.4	-2.0	-2.9	1.5	8.0	0.0	10.3	-3.7	-4.6
Cc1ccc(NC(=O)COC(=O)c2nn(C)c(=O)c3ccccc23)cc1F	2.0	0.4	-1.1	-0.1	-1.0	8.8	-1.0	4.2	-1.3	-14.9
COCCNC(=O)COc1ccc(Nc2ccccc2)cc1	-1.8	-2.5	-2.7	3.5	-0.7	-10.8	-3.5	13.7	0.7	-0.6
C=CCNC(=S)NCCO	2.2	-4.8	-2.3	-3.9	-2.2	14.1	4.8	10.3	-1.5	-16.8
CCc1cccc(CC)c1NC(=S)N(CCN(C)C)C(C)c1cccnc1 (configuration not stated)	4.5	0.1	-2.6	-1.1	0.8	-17.6	3.1	12.8	-2.2	-2.7
Cc1cc(C(=O)OCn2nnc3ccccc3c2=O)c(C)n1-c1ccccc1	5.5	-1.0	1.4	-0.8	0.0	-18.2	4.1	-6.5	-8.6	-6.8
CNC(=O)c1ccccc1NC(=O)c1ccc(C)c(S(=O)(=O)N2CCCCC2)c1	-0.3	-5.3	1.4	3.0	-0.2	-18.7	-3.0	-8.0	0.1	0.0
COc1ccc(CN2CCNC(=O)C2CC(=O)N(C)CCC2CCOCC2)c(OC)c1 (configuration not stated)	0.8	2.4	-1.9	1.7	-0.3	-7.3	8.4	9.7	-5.3	0.5
COc1ccccc1N1CCN(C(=O)CN2C(=O)C3CCCCC3C2=O)CC1 (configuration not stated)	0.6	-1.0	-2.9	1.1	-0.2	-2.8	0.3	15.2	-0.7	7.4
CCC(C(=O)NC(C)CCc1ccco1)n1nc(C)n2c(cc3occc32)c1=O (configuration not stated)	-3.2	-0.1	-3.1	0.8	1.5	-2.4	-3.7	16.6	-5.5	1.1
Cc1cc2ncn(N)c2cc1C	0.4	.	0.3	0.6	-2.6	-29.0	.	-1.7	-3.4	-6.3
COc1ccc(C(C)NC(=O)c2ccc(Cl)cc2)cc1OC (configuration not stated)	-5.2	5.7	-0.5	1.7	0.6	4.1	-3.0	2.9	-5.3	-14.2
CC(C)(C)NC(=O)C1CCC(CNS(=O)(=O)c2cccc3nsnc23)CC1 (configuration not stated)	3.8	3.8	-1.9	-0.2	-0.9	12.7	-1.9	9.7	3.1	-5.2
NCCCC[C@H]1CNC(=O)C(=O)N1CCc1cccc(F)c1	-4.5	4.9	-2.4	-2.6	1.3	-34.8	-3.1	13.8	-4.9	3.9
Cc1c(C(=O)N2CCC(C)CC2)oc2ccc3c(c12)C(O)CC1(CCCCC1)O3 (configuration not stated)	-6.0	-0.8	1.0	1.4	-0.9	2.4	-0.8	-5.2	-2.4	-1.6
Cn1cccc1C(=O)OCC(=O)Nc1ccc2[nH]c(=O)[nH]c2c1	-1.4	-4.3	-2.0	1.4	-1.1	23.3	5.5	7.9	-1.6	0.7
CCOc1cc(S(=O)(=O)NCc2ccccc2)ccc1Br	-3.1	-3.1	5.4	3.1	0.8	2.8	-3.2	-27.7	2.4	5.7
C/C(=N/N=C1/NC(=O)CC(C(=O)Nc2ccccc2)S1)c1cccs1 (configuration not stated)	-1.7	0.2	-0.5	1.6	0.0	-1.3	1.0	3.3	-3.8	4.6
CC(Oc1ccc(F)cc1)C(=O)Nc1nc(-c2ccccn2)cs1 (configuration not stated)	-3.0	-8.4	-5.3	-0.4	1.3	2.1	5.6	25.7	-0.6	-18.5
Cc1ccc2oc(-c3ccc(NC(=O)c4ccncc4)cc3O)nc2c1	2.7	-1.8	-2.2	2.3	0.6	-6.0	0.2	13.0	0.3	-6.3
O=C(OCC(=O)N1CCc2ccccc21)c1cccnc1Cl	-3.0	-1.4	-1.7	4.2	-0.6	-44.2	-6.3	8.6	4.2	-2.3
O=C(O)CCC(=O)N1N=C(c2cccs2)CC1c1cccc([N+](=O)[O-])c1 (configuration not stated)	0.7	3.2	-0.6	1.1	-3.7	-23.7	.	2.9	-1.5	-2.7
CC1C(=O)NN=C1C(=O)N/N=C\C(Br)=C\c1ccccc1 (configuration not stated)	3.4	-1.4	-2.1	2.1	1.0	-6.7	-6.7	10.6	1.8	-1.5
O=C1Cc2cc(S(=O)(=O)N3CCN(c4cccc(Cl)c4)CC3)ccc2N1	6.3	0.5	7.4	-1.2	-0.5	-14.5	-0.8	-43.5	0.7	-5.6
O=S(=O)(NCc1ccco1)N1CCCCCC1	5.1	0.6	-1.0	0.4	-0.6	-7.3	-2.6	5.9	5.3	6.3
COc1ccc(C(=O)N2CCc3cc(OC)c(OC)cc3C2c2ccc(OC)c(OC)c2)cc1 (configuration not stated)	-7.5	2.4	0.0	5.7	-1.1	-20.2	5.9	-0.1	1.1	-1.9
Cc1ccc(S(=O)(=O)N2CCCC2)cc1C(=O)NC1CCCCC1	-4.9	-7.7	-3.7	2.2	-0.4	-5.6	1.9	15.1	-4.3	7.3
Cc1ccc(-n2nc3c([n+]2[O-])CCc2nonc2-3)cc1	7.5	0.1	-1.6	-0.3	0.4	0.7	-3.3	8.9	-1.4	-12.0
O=C(CCc1nnc(Cc2ccc(-c3ccccc3)cc2)o1)N1CCCC1	-0.5	-1.8	-0.8	-0.8	0.7	-8.0	.	4.1	-0.2	-9.8

Screening data: PubChem BioAssay, several laboratories
